V-ATPase pH: regulators of yeast V-ATPase proton pumping, primary screen, pHLuorin cytosolic pH fluorescence | S. cerevisiae | response, % at 10 µM | 0.37% of 350,000 active | AID 504577, 2011; in the data active means response mostly above about 7.3%, no sharp cut-off; inactive means mostly below about 5.4%; further: actives read high; inactives centre near 0; some compounds called inactive have numbers as strong as hits; reference of the scale not given here
Arr AP2 block: inhibitors of beta-arrestin/AP2 binding, primary screen, biochemical, GPCR trafficking, flow cytometry; FITC-arrestin peptide / GST-AP2 beads; AP2 beta2 appendage carries R879A mutation; inhibition, % at 10 µM; beta-arrestin 1 C-terminal peptide binding to AP2 beta2-adaptin appendage (human); 0.31% of 340,000 active; AID 504490, 2011;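 active means inhibition above a set limit, near 3 SD of compounds lacking own fluorescence, cut at about 54% in these data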;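 further: plate controls were DMSO wells for no effect and 5 µM unlabelled arrestin peptide for full effect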
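System: GST-AP2 R879A bound to glutathione beads, E. coli-expressed. Also added: 50 nM FITC-arrestin peptide. Schedule: compound with beads 12 min RT, then probe 1 h RT. Signal: bead flow cytometry, FITC channel. Read-out basis: percent response.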
DSG3 Ab inh: inhibitors of pemphigus antibody binding to DSG3, primary screen, biochemical, bead-based, flow cytometry, scFv-GFP. Desmoglein-3 (Homo sapiens), P32926. 0.48% of 310,000 active. binding (percent of control), % at 10 µM. DSG3-coupled beads, scFv-anti-DSG3-GFP binding; active compounds read low;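 active means binding more than 3 SD below its plate's average and above zero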;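 further: hits lower antibody fragment binding to DSG3; some compounds called inactive have numbers as strong as hits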
LANA DNA inh: inhibitors of KSHV C-LANA binding to DNA, primary screen, biochemical, fluorescence polarization, FAM-LBS DNA, MBP-C-LANA, single point; 0.078% of 340,000 active; inhibition, % at 9 µM; Kaposi's sarcoma herpesvirus LANA C-terminal domain (residues 932-1162) DNA binding;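 active means highest replicate inhibition at or above 60% at 9 µM, even if other replicates fall short; inactive means all replicates below 60% inhibition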;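 further: 0% = neutral control wells and 100% = 4 µM acridine orange control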
DAGLB inhibitor: DAGLB lipase inhibitors, primary screen, biochemical, fluorescence, HTS; AID 504411, 2011; Diacylglycerol lipase-beta (Homo sapiens), Q8NCG7; HEK293T DAGLB membrane lysate, EnzChek fluorogenic substrate; 0.059% of 340,000 active; inhibition, % at 5.17 µM; in the data active means inhibition above about 34%;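 further: 0% = enzyme with vehicle and 100% = wells lacking enzyme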
Target sequence (Q8NCG7 whole entry, looked up): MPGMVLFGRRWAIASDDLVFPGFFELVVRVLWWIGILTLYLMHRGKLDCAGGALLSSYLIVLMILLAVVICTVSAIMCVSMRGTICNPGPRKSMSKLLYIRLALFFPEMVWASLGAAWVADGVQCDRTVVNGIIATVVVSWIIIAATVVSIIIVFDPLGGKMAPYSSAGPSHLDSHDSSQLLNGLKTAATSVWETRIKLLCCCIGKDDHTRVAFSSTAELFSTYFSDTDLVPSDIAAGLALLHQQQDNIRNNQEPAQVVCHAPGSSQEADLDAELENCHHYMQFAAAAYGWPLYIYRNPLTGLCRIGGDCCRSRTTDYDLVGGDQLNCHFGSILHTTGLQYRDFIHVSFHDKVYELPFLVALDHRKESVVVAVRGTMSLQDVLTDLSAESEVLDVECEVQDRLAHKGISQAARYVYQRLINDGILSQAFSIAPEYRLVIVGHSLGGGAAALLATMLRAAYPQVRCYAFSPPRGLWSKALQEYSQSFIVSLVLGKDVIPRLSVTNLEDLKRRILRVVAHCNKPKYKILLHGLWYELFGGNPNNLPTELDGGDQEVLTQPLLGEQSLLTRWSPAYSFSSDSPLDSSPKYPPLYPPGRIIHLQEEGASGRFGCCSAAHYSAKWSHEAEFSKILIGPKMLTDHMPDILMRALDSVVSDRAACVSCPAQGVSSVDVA
CAL PDZ FP-1: CAL PDZ peptide-binding inhibitors, primary screen, biochemical, fluorescence polarization, Cer-tagged CAL PDZ, HTS; 0.02% of 330,000 active; purified CAL PDZ, TMR-peptide fluorescence polarization, 1 h; AID 504414, 2011; Golgi-associated PDZ and coiled-coil motif-containing protein (Homo sapiens), Q9HD26; inhibition, % at 20 µM;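 active means highest replicate inhibition of at least 40%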;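 further: plate controls were DMSO neutral control wells for no effect and unlabeled competitor peptide control wells for full effect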
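material = purified tagged CAL PDZ domain construct (CerCALP) | compound dosing = 20 µM, one dose | times = 1 h at RT | measured by = fluorescence polarization from S- and P-plane intensities, G-factor corrected | read-out = inhibition from polarization loss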
RTF Ca sens inh: cardiac RTF calcium sensitivity inhibitors, primary screen, biochemical, IANBD-TnC fluorescence, EC70 calcium; Troponin I, cardiac muscle (Homo sapiens) + Troponin T, cardiac muscle (Homo sapiens) + …; IANBD-labeled cardiac RTF, Ca2+ fluorescence; inhibition, % at 7.15 µM; 0.12% of 340,000 active;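 active means inhibition above the mean inhibition of all tested compounds plus 3 SD, cut at about 17% in these data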;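 further: assay run at fixed EC70 calcium of 1.6 mM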
NSD2 inh: NSD2 histone methyltransferase inhibitors, primary screen, biochemical, AlphaScreen, single concentration, set 2 | AID 743445, 2014 | NSD2 peptide methylation, 120 min | inhibition, % at 12.5 µM | Histone-lysine N-methyltransferase NSD2 (Homo sapiens), O96028 | 0.54% of 310,000 active; in the data active means inhibition above about 50%
CAL PDZ FP-2: untagged CAL PDZ binding inhibitors, primary screen, biochemical, fluorescence polarization, HTS; Golgi-associated PDZ and coiled-coil motif-containing protein (Homo sapiens), Q9HD26; purified CAL PDZ, TMR-peptide fluorescence polarization, 1 h; inhibition, % at 24.9 µM; 0.92% of 300,000 active; AID 602252, 2012;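 active means mean inhibition of at least 30% with at least half of replicates also reaching 30%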;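 further: 0% = DMSO neutral control and 100% = excess unlabeled competitor peptide PRC23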
Keap1 Nrf2 FP: Keap1-Nrf2 protein-protein interaction inhibitors, primary screen, biochemical, fluorescence polarization, single point | Keap1 Kelch-Nrf2 peptide fluorescence polarization, 1536-well | inhibition, % at 9.4 µM | 0.15% of 340,000 active; in the data active means inhibition above about 12%;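 further: human Keap1 Kelch domain with fluorescein labeled Nrf2 9mer peptide probe; 0% = neutral control wells and 100% = peptide positive control; higher means more block of Keap1 binding to Nrf2 peptide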
* marks the source's active call; other numbers are inactive results; . = no result given. Some of the compounds tested; rates above refer to the full screens.

nr	mol	V-ATPase pH	Arr AP2 block	DSG3 Ab inh	LANA DNA inh	DAGLB inhibitor	CAL PDZ FP-1	RTF Ca sens inh	NSD2 inh	CAL PDZ FP-2	Keap1 Nrf2 FP
1	COC(=O)c1ccccc1NC(=O)C1CCCO1 (stereo not given)	-4	-21	104	0.8	0	-0.3	-7	.	-1	-4
2	Cc1cc(NC(=O)c2cccnc2)ccc1Br	1	0	95	-1.9	-2	-2.6	-1	-6	-7	-1
3	CCCOc1cccc(-c2cc(C(=O)NNC(=S)NCC)c3ccccc3n2)c1	0	12	.	1.6	-2	-2.0	-9	19	-3	-3
4	C=CCc1ccccc1OCCOc1ccc([N+](=O)[O-])cc1/C=N/NC(N)=O	1	-4	85	1.1	-1	-1.5	-4	-1	-2	3
5	COc1ccc(-c2noc(-c3ccccc3C(=O)N3CCOCC3)n2)cc1	.	-7	100	-0.9	-1	-0.3	-11	3	-3	-3
6	Cc1ccc(/C=C/C(=O)NCCc2c[nH]c3ccccc23)o1	-2	-20	116	-2.0	-1	-0.1	-2	13	-5	-4
7	O=C(COC(=O)c1ccc(CO)cc1)NCc1cccs1	1	1	102	2.7	-2	-0.1	-12	2	-2	-2
8	COc1cc(OC)cc(-c2cc3nc(C)c(CCC(=O)O)c(=O)n3[nH]2)c1	2	-12	101	-1.8	1	1.1	-4	.	.	-7
9	COc1ccc(Nc2ncnc3c2cnn3Cc2ccccc2)cc1	1	27	121	2.0	-2	-2.4	-4	-1	-2	-6
10	COc1cccc(NC(=S)N2CCC(C(=O)c3ccc(F)cc3)CC2)c1	-4	15	130	0.5	0	0.8	0	1	0	0
11	C=CCSc1nc(O)c(C2OC(=O)c3c2ccc(OC)c3OC)c(=O)n1-c1ccccc1 (stereo not given)	-3	-1	95	0.1	1	-3.3	8	6	-2	-6
12	O=C(CN1CCOCC1)N1CCN(c2nnc(-c3ccccc3)c3ccccc23)CC1	7	-9	94	-0.1	0	0.1	3	-3	1	-3
13	COc1ccccc1CNC(=O)c1ccccc1NC(=O)C1=C(C)OCCS1	-3	1	107	-0.9	-4	-3.8	3	0	-1	-6
14	COCC(C)N=C1NN=C(c2ccc(NC(C)=O)cc2)CS1 (stereo not given)	10	4	110	2.7	1	-2.8	-2	-4	1	-4
15	Cc1ccc(/C=C/C(=O)N2CCCC(C(N)=O)C2)o1 (stereo not given)	-4	2	102	-0.4	-4	-1.5	-5	.	3	2
16	Clc1ccsc1-c1ccnc(-n2cccc2)n1	-2	29	108	-0.3	-1	0.2	-9	0	2	-4
17	Cc1ccccc1CCN(CC(=O)NC1CCCCC1)C(=O)c1csnn1	1	1	101	1.1	0	-0.7	1	-2	.	-6
18	CCOP(=O)(OCC)C(Nc1ccccc1)c1ccc2c(c1)OCO2 (stereo not given)	-1	-29	103	0.5	-3	-0.4	0	12	-1	-6
19	CCOc1ccc(OCC(O)CNC2CCN(Cc3ccccc3)CC2)cc1 (stereo not given)	2	11	105	0.6	3	0.4	-2	7	-2	-5
20	N#Cc1c(N)n(-c2ccccc2)c(=O)c2cc([N+](=O)[O-])ccc12	2	-9	108	4.0	0	0.1	6	-3	0	-6
21	COc1ccc(Cl)cc1Nc1nc(-c2sc(NC(=O)C(C)(C)C)nc2C)cs1	-2	-3	96	-2.1	0	1.0	-3	.	-1	-3
22	CC1CCN(C(=O)c2cccc(S(=O)(=O)N3CCCCC3)c2)CC1	-1	-1	105	-0.7	0	0.1	-4	0	.	-4
23	CC(C)NC(=O)CSc1ccccc1C(=O)NNC(=O)Cn1ccc(C(F)(F)F)n1	-2	11	122	-1.4	-1	0.3	4	-2	5	4
24	Cc1cccc(NC(=O)CSc2nc(=O)n(CCCN3CCOCC3)c3c2CCCC3)c1C	-2	.	103	.	-1	.	.	-2	.	.
25	N#Cc1cc2c(cc1NC(=O)CCn1cnnn1)OCO2	-5	-18	102	1.5	3	-2.1	-3	2	-4	1
26	O=C(N/N=C/c1ccc(OCc2cnc(Cl)s2)cc1)c1ccncc1	-3	-15	98	0.1	3	-2.9	5	-5	.	4
27	O=C(COC(=O)Cc1ccc(Cl)c(Cl)c1)NCc1ccco1	0	-10	106	0.3	-1	-1.4	-15	0	0	0
28	Cc1ccc(NC(=S)NC(=O)c2cccs2)cc1F	-1	-11	118	3.0	-14	-0.2	-6	0	8	0
29	CC(=O)Nc1nc2[nH]ccc2c(=O)[nH]1	1	.	105	.	-1	.	.	-5	.	.
30	CC(=O)N1CCc2cc(S(=O)(=O)CCC(=O)Nc3ccc(Cl)cc3F)ccc21	-3	-16	102	0.1	-1	0.4	-2	-1	.	-1

The list continues:
nr	mol	V-ATPase pH	Arr AP2 block	DSG3 Ab inh	LANA DNA inh	DAGLB inhibitor	CAL PDZ FP-1	RTF Ca sens inh	NSD2 inh	CAL PDZ FP-2	Keap1 Nrf2 FP
31	O=C1Nc2ccc(Cl)cc2C12OCCCO2	7	6	108	-2.4	-4	-1.9	0	-2	-4	6
32	Cc1ccc(-c2nnn(CC(=O)N(c3cccc(F)c3)C(C(=O)NC3CCCC3)c3ccco3)n2)o1 (stereo not given)	5	1	109	0.7	2	0.1	-6	-3	-1	0
33	Clc1cccc(C[n+]2cc(-c3ccccc3)n3c2CCC3)c1	2	6	110	-1.8	-7	-1.7	-4	0	0	-4
34	N#C/C(=C(/O)CSc1ncn[nH]1)c1nc2ccccc2[nH]1	-1	8	87	6.5	2	-3.4	-14	7	15	5
35	CCCn1c(SCC(=O)Nc2cc(Cl)ccc2OC)n[nH]c1=O	1	-13	99	3.3	2	0.5	4	-3	-2	-5
36	Cc1ccc(OCCn2cncn2)c([N+](=O)[O-])c1	-3	0	94	-0.7	-1	-0.9	3	0	.	-3
37	FC(F)(F)c1cc(C(F)(F)F)c2ccc(N/N=C/c3ccccc3)nc2n1	-7	-6	99	-0.7	0	-0.3	-1	2	.	0
38	Cc1ccc(C)c(C(=O)NC2CC(C)(C)NC(C)(C)C2)c1	-2	2	105	0.4	-1	-3.3	-12	.	-2	-4
39	O=C1c2ccccc2NC2CCCCC12 (stereo not given)	3	13	106	-0.5	1	-3.5	-6	26	-4	-2
40	CC1(c2ccccc2)NC(=O)N(CC#N)C1=O (stereo not given)	-6	17	103	0.4	-3	-2.0	-4	-1	-1	-3
41	Cc1cc2c(cc1S(=O)(=O)N1CCOCC1)NC(=O)CO2	2	-11	.	-0.7	-1	-2.9	0	1	-4	-3
42	NC(=O)CNC(=O)[C@@H]1CC2(CC(c3ccccc3)=NO2)CN1C(=O)c1ccc(Br)cc1 (stereo not given in full)	-2	21	100	-0.4	-2	-1.1	-8	.	1	-7
43	Cc1cc(C)c2nc(N(CCCN(C)C)C(=O)c3ccc4c(c3)OCCO4)sc2c1	-1	-4	101	-1.7	0	-2.8	-6	15	.	-3
44	O=C(O)c1ccccc1OC(=O)C12CC3CC(CC(C3)C1)C2	1	32	102	-0.4	-2	.	0	-1	-3	-1
45	O=C1C=C(c2ccccc2)OC(=O)C1C(=O)c1ccccc1 (stereo not given)	-1	-4	106	1.2	-5	-2.1	-3	-2	-3	5
46	COc1ccccc1C1N(c2ccc(Cl)cc2)C(=O)C2CCCN21 (stereo not given)	2	-6	155	1.2	-2	-1.7	-12	7	-4	-2
47	COc1ccccc1CNC(=O)C(=O)NCC1OCCN1C(=O)c1ccc(Cl)cc1 (stereo not given)	-4	1	100	-0.3	-1	-1.0	-11	.	-4	-2
48	COc1ccc(-c2c(O)c(C#N)c(-c3ccccc3)n(-c3ccc(OC)cc3)c2=O)cc1	-1	-2	92	-1.3	-2	-2.5	-8	1	0	-2
49	CC1CN(C(=O)CCC(=O)N2CCCCC2)c2cc(Cl)ccc2O1 (stereo not given)	0	-10	102	-1.2	-1	-0.5	-1	11	19	-2
50	O=C(CSc1nnc(-c2n[nH]c3ccccc23)n1-c1ccccc1)Nc1ccccc1Cl	-1	6	102	0.3	-3	-1.4	-2	1	-4	5
51	c1ccc(CNc2nc3ccccc3n2CCN2CCOCC2)nc1	-2	7	107	0.5	-2	-1.2	-4	.	-1	-4
52	CCC(C)NC(=O)c1ccc(C)c(NC(=O)C2=C(C)OCCS2)c1 (stereo not given)	0	-15	106	1.8	0	-1.3	-4	-2	-2	-2
53	CCCN(CCC)Cc1c(C(=O)N/N=C/c2cccs2)nnn1-c1nonc1N	-4	10	.	1.0	2	-0.8	-9	-3	2	-4
54	Cc1c(C(=O)N2CCCC(C(F)(F)F)C2)oc2ccccc12 (stereo not given)	2	-5	107	1.1	-3	-0.3	-7	2	-2	-7
55	CN(CC(=O)Nc1n[nH]c(=S)s1)S(=O)(=O)c1cccc2cccnc12	-4	43	94	0.1	1	-0.1	-1	-2	-1	3
56	CCOC(=O)c1ccccc1NC(=O)CSc1ccc(-c2cccnc2)nn1	-3	46	111	-0.1	1	-0.4	-2	0	3	-2
57	COc1ccc(C(=O)OCc2nc(N)nc(Nc3ccccc3C)n2)cc1OC	-1	-6	85	1.7	1	-1.7	-12	1	-2	-6
58	BrC(=C\c1ccccc1)/C=N/N1CCN(Cc2ccccc2)CC1	-2	0	101	4.2	-7	0.5	-5	5	0	3
59	COc1ccc(N2CCN(C(=O)c3cc(-c4cc(OC)ccc4OC)nc4ccccc34)CC2)cc1	5	9	123	0.5	3	-2.1	-6	5	2	-8
60	CCC(=O)Nc1ccc(S(=O)(=O)Nc2cc(C)on2)cc1	-4	2	100	-0.7	1	.	-1	-3	4	-2

Quoted at random: three entries already listed.
nr	mol	V-ATPase pH	Arr AP2 block	DSG3 Ab inh	LANA DNA inh	DAGLB inhibitor	CAL PDZ FP-1	RTF Ca sens inh	NSD2 inh	CAL PDZ FP-2	Keap1 Nrf2 FP
49	CC1CN(C(=O)CCC(=O)N2CCCCC2)c2cc(Cl)ccc2O1 (stereo not given)	0	-10	102	-1.2	-1	-0.5	-1	11	19	-2
39	O=C1c2ccccc2NC2CCCCC12 (stereo not given)	3	13	106	-0.5	1	-3.5	-6	26	-4	-2
53	CCCN(CCC)Cc1c(C(=O)N/N=C/c2cccs2)nnn1-c1nonc1N	-4	10	.	1.0	2	-0.8	-9	-3	2	-4
